H69AR growth 86K: proliferation blockers of H69AR lung cancer cells, primary screen, cell-based, human, 86K library | viability, % at 10 µM | H69AR lung tumor viability, ATP luminescence, 72 h; stronger effect = lower value | hit rate 6% among 85,000;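 active means viability at or below 40%; inactive means viability above 40%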;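 further: multidrug resistant small cell line overexpressing MRP-1 efflux transporter; 100% = mean luminescence of untreated control wells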
Smad3 FoxH1 inh: Smad3/FoxH1 peptide binding inhibitors, primary screen, biochemical, TR-FRET; TR-FRET Smad3/Dy647-FoxH1 peptide binding, europium anti-His; inhibition, % at 25 µM; hit rate 0.29% among 88,000; AID 630, 2007;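 active means compounds that reduce the energy-transfer binding signal between the protein and its labelled peptide by more than half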;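 further: 0% = Smad3 plus labelled peptide maximal FRET and 100% = peptide-only background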
HUVEC inhibit: inhibitors of HUVEC proliferation, primary screen, cell-based, 384-well; viability, % at 10 µM (by protocol); CellTiter-Glo luminescence, 72 h; stronger effect = lower value; hit rate 1.1% among 86,000;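 active means viability at or below 30%; inactive means viability above 30%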;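 further: 100% = median luminescence of DMSO-only cell control wells on each plate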
MT1-MMP txn act: MT1-MMP promoter reporter activation – cell-based, luciferase luminescence, primary screen; HT1080 MT1-MMP promoter luciferase reporter, overnight; stronger effect = higher value; hit rate 0.16% among 86,000; activation factor at 10 µM; AID 750, 2007;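 active means activation factor of at least 2 for MT1-MMP transcription at 10 µM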
ERb SRC1 inh: inhibitors of ERβ-SRC1 coactivator interaction, primary screen, biochemical, TR-FRET, ERβ LBD, SRC-1 peptide; TR-FRET ER-beta LBD / SRC1-Cy5 peptide binding; receptor agonist-loaded with 1 µM estradiol; Estrogen receptor beta (Homo sapiens), Q92731; hit rate 1.3% among 86,000; inhibition, % at 25.6 µM; AID 633, 2007;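 active means compounds whose percent inhibition of the receptor-coactivator binding signal exceeds about 50% in the single-dose screen, limit read from the data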;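 further: 0% = receptor plus peptide wells without compound and 100% = peptide-only wells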
Target sequence (Q92731 whole entry, looked up, the tested form may be a part): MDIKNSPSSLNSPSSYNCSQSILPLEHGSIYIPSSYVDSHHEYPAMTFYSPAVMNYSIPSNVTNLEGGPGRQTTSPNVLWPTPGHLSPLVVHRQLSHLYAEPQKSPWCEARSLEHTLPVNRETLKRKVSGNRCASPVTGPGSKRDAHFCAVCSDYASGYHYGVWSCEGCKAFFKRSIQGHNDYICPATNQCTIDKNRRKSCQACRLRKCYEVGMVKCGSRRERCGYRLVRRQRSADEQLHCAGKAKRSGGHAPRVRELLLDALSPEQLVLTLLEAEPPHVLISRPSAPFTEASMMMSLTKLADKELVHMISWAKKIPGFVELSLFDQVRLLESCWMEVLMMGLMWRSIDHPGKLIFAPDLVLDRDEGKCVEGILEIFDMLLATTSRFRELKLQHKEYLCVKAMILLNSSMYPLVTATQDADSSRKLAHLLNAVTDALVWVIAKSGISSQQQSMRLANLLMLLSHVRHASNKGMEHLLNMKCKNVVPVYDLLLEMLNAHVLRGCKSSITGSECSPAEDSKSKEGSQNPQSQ
Mac1 fbg enh: enhancers of CD11b/CD18 adhesion to fibrinogen, primary screen, K562 cells, luminescence. Integrin beta-2 (Homo sapiens) + Integrin alpha-M (Homo sapiens), P05107+P11215. ATPlite luminescence. activation, % at 10 µM. hit rate 0.07% among 93,000. AID 1499, 2009;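 active means 10 µM primary screen giving 50% or more activity, confirmed by 40% or more on retest at that dose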; further: strong numbers were not always called active
Fibroblast inh: antiproliferative effect on LL 47 fibroblasts – human, LL 47 cells, CellTiter-Glo luminescence, primary screen. LL 47 human lung fibroblast viability, ATP luminescence; stronger effect = lower value. viability, % at 10 µM. hit rate 1.1% among 85,000. AID 719, 2007;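 active means viability at or below 50% in the single dose screen; inactive means viability above 50%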;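 further: compound exposure lasted 72 h before the ATP readout; 100% = median luminescence of untreated cell-only wells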
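Test system: LL 47 human lung fibroblasts; Quantity: 1,150 cells/well; Buffer or medium: IMEM plus 15% FBS; Dosing: tenfold compound dosing solution, DMSO at 0.1%; Timing: overnight cell rest, 72 h compound treatment at 37 °C; Detection: ATP-based CellTiter-Glo luminescent readout; Read-out basis: viability percentage against median untreated-cell control; Controls: cell-only wells, no compound.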
ERa SRC1 pot: enhancers of ERα–SRC-1 coactivator binding, primary screen, biochemical, TR-FRET, ERα LBD, low estradiol. Estrogen receptor (Homo sapiens), P03372. TR-FRET ERalpha-LBD/SRC-Cy5 coactivator binding, 2 h; 100 = basal binding, no effect. coactivator binding (% of control), % at 25.6 µM. hit rate 1.3% among 86,000. AID 639, 2007; in the data active means activity above about 200%;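 further: binding measured in presence of low estradiol as agonist stimulus; 0% = peptide alone without receptor and 100% = receptor with peptide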
ERa coact inh: ERα–SRC-1 coactivator interaction inhibitors, primary screen, biochemical, TR-FRET, ERα LBD, estradiol-bound; TR-FRET ER-alpha LBD / SRC-1 peptide; inhibition, % at 25.6 µM; hit rate 1.7% among 86,000; AID 629, 2007; in the data active means inhibition above about 50%;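 further: 0% = receptor plus peptide control and 100% = peptide only without receptor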
* marks the source's active call; other numbers are inactive results; x = no result given; [ ] = another dose, or the depositor's remark.

Results follow in this order: H69AR growth 86K, Smad3 FoxH1 inh, HUVEC inhibit, MT1-MMP txn act, ERb SRC1 inh, Mac1 fbg enh, Fibroblast inh, ERa SRC1 pot, ERa coact inh
- Cc1sc(NC(=O)c2ccco2)c(C(c2cccnc2)N2CCCC2)c1C (centres undefined)
→ 79, 3, 97, 1.2, 4, x, 98, 65, 7
- NC(=O)c1ccccc1NC(=O)CCc1ccccc1
→ 102, 4, 96, 1.4, -7, -2, 98, 102, 3
- COc1cccc(NC(=O)Cn2c(=O)c3c(ncn3Cc3ccccc3)n(Cc3ccccc3)c2=O)c1
→ 95, 5, 92, 1, -3, -4, 97, 98, 0
- Cc1ccccc1NC(=O)CNc1ccccc1C(=O)NCc1ccco1
→ 101, 2, 103, x, 8, -2, 103, 107, 8
- COc1ccc(OC)c(Nc2nc(N)nc(-c3cc4ccccc4o3)n2)c1
→ 58, -1, 92, 1.3, 5, 2, 90, 104, -7
- CCn1c(N)nc2ccccc21
→ 96, 10, 98, 1.3, 2, 4, 99, 107, -3
- CCOC(=O)C1CCCN(Cc2ccc(OCC)cc2)C1 (centres undefined)
→ 89, 13[fluorescence artefact?], 92, 1.1, 0, 0, 89, 97, -10
- COc1cccc(OCc2cc(C3Nc4ccccc4C(=O)N3Cc3ccco3)ccc2OC)c1 (centres undefined)
→ 77, -6, 104, 1.2, -1, x, 100, 123, 3
- CC1CCCC(N2C(=O)NC(NC(=O)c3ccco3)(C(F)(F)F)C2=O)C1C (centres undefined)
→ 103, 6, 97, 1, 2[fluorescence artefact?], -5, 98, 107, 5[fluorescence artefact?]
- CCOCCOC(=O)C1=C(C)N(C)C(=O)NC1c1ccccc1Cl (centres undefined)
→ 95, 3, 92, 1, -35, -3, 96, 114, -27
- O=S(=O)(c1cnc[nH]1)N1CCc2ccccc21
→ 65, 3, 87, 1.2, 2, 3, 98, 124[fluorescence artefact?], -4
- CCc1c(C)sc(NC(=O)c2cc(CC(C)C)on2)c1C#N
→ 81, -3, 103, x, 3, -6, 109, 158, 1
- COC(=O)C1=C(C)N(c2cccc(Cl)c2)C(=O)C1
→ 65, 4, 94, 1.1, -1, -5, 97, 104, -2
- COc1ccc(-c2noc(C3CCCN(S(=O)(=O)c4cccc(Cl)c4)C3)n2)cc1OC (centres undefined)
→ 74, -1, 111, 1.1, -3, -3, 107, 103, 3
- O=C(COC(=O)c1cc(-c2cccs2)nc2ccccc12)NCc1ccco1
→ 89, 6, 92, 1.1, 37, 4, 103, 108[fluorescence artefact?], 65*[fluorescence artefact?]
- COc1ccc(OC)c(NC(=O)NCc2ccc(F)cc2)c1
→ 95, 3, 81, 1.2, -5, -2, 103, 108, -13
- O=c1oc(-c2ccccc2)nc2c1cnn2-c1ccccc1
→ 96, 5, 84, 1, 9[fluorescence artefact?], 1, 93, 113, 2
- O=C(COC(=O)c1ccco1)Nc1ccc(Br)cc1
→ 100, 8, 86, 1.3, 24, -2, 92, 98, 22
- O=C(c1cc2ccccc2o1)N1CCN=C1SCc1cccnc1
→ 89, -7, 91, 1.1, 8, -4, 101, 84, 10
- Cc1ccc(CN(C(=O)Cn2nnc3ccccc32)C(C(=O)NCc2ccco2)c2cccs2)cc1 (centres undefined)
→ 78, 7, 94, 1.2, -12, 0, 97, 115, 2
- Cc1cc(C(=O)NC(C)c2ccc3c(c2)OCO3)cs1 (centres undefined)
→ 112, -22, 88, 1, 9[fluorescence artefact?], 0, 106, 104, -9
- CCC(C)Sc1nc(O)cc(=O)[nH]1 (centres undefined)
→ 57, 4, 112, 1.1, -2[fluorescence artefact?], 0, x, 120, 8
- Cc1csc(NC(=O)C2C3C=CC(C3)C2C(=O)O)n1 (centres undefined)
→ 104, 8, 95, 1.1, -4[fluorescence artefact?], -2, 96, 104[fluorescence artefact?], -3
- O=C(CSc1ncnc2c1nnn2-c1ccc(F)cc1)N1CCN(c2ccccc2)CC1
→ 27*, 6, 89, 1.1, -2, x, 98, 109, -12
- C=CCN1C(=O)C2(C(C(=O)c3ccc(C)o3)=C(O)C(=O)N2CCCN2CCOCC2)c2ccccc21 (centres undefined)
→ 101, -4, 101, 1, 9, -5, 100, 120, -12

Part of the list above in order of SMILES length, high to low:
Results follow in this order: H69AR growth 86K, Smad3 FoxH1 inh, HUVEC inhibit, MT1-MMP txn act, ERb SRC1 inh, Mac1 fbg enh, Fibroblast inh, ERa SRC1 pot, ERa coact inh
- C=CCN1C(=O)C2(C(C(=O)c3ccc(C)o3)=C(O)C(=O)N2CCCN2CCOCC2)c2ccccc21 (centres undefined)
→ 101, -4, 101, 1, 9, -5, 100, 120, -12
- O=c1oc(-c2ccccc2)nc2c1cnn2-c1ccccc1
→ 96, 5, 84, 1, 9[fluorescence artefact?], 1, 93, 113, 2
- CCC(C)Sc1nc(O)cc(=O)[nH]1 (centres undefined)
→ 57, 4, 112, 1.1, -2[fluorescence artefact?], 0, x, 120, 8

Filtered by structure: the entries above containing a carbonyl joined to an NH by a bond outside any ring (12)
Results follow in this order: H69AR growth 86K, Smad3 FoxH1 inh, HUVEC inhibit, MT1-MMP txn act, ERb SRC1 inh, Mac1 fbg enh, Fibroblast inh, ERa SRC1 pot, ERa coact inh
- Cc1sc(NC(=O)c2ccco2)c(C(c2cccnc2)N2CCCC2)c1C (centres undefined)
→ 79, 3, 97, 1.2, 4, x, 98, 65, 7
- NC(=O)c1ccccc1NC(=O)CCc1ccccc1
→ 102, 4, 96, 1.4, -7, -2, 98, 102, 3
- COc1cccc(NC(=O)Cn2c(=O)c3c(ncn3Cc3ccccc3)n(Cc3ccccc3)c2=O)c1
→ 95, 5, 92, 1, -3, -4, 97, 98, 0
- Cc1ccccc1NC(=O)CNc1ccccc1C(=O)NCc1ccco1
→ 101, 2, 103, x, 8, -2, 103, 107, 8
- CC1CCCC(N2C(=O)NC(NC(=O)c3ccco3)(C(F)(F)F)C2=O)C1C (centres undefined)
→ 103, 6, 97, 1, 2[fluorescence artefact?], -5, 98, 107, 5[fluorescence artefact?]
- CCc1c(C)sc(NC(=O)c2cc(CC(C)C)on2)c1C#N
→ 81, -3, 103, x, 3, -6, 109, 158, 1
- O=C(COC(=O)c1cc(-c2cccs2)nc2ccccc12)NCc1ccco1
→ 89, 6, 92, 1.1, 37, 4, 103, 108[fluorescence artefact?], 65*[fluorescence artefact?]
- COc1ccc(OC)c(NC(=O)NCc2ccc(F)cc2)c1
→ 95, 3, 81, 1.2, -5, -2, 103, 108, -13
- O=C(COC(=O)c1ccco1)Nc1ccc(Br)cc1
→ 100, 8, 86, 1.3, 24, -2, 92, 98, 22
- Cc1ccc(CN(C(=O)Cn2nnc3ccccc32)C(C(=O)NCc2ccco2)c2cccs2)cc1 (centres undefined)
→ 78, 7, 94, 1.2, -12, 0, 97, 115, 2
- Cc1cc(C(=O)NC(C)c2ccc3c(c2)OCO3)cs1 (centres undefined)
→ 112, -22, 88, 1, 9[fluorescence artefact?], 0, 106, 104, -9
- Cc1csc(NC(=O)C2C3C=CC(C3)C2C(=O)O)n1 (centres undefined)
→ 104, 8, 95, 1.1, -4[fluorescence artefact?], -2, 96, 104[fluorescence artefact?], -3

These rows are one share of the data; count on the stated rates, not on these rows.
